MCF10A rereplic: DNA re-replication induction in MCF 10a cells. MCF 10A DNA re-replication, Hoechst nuclear intensity, 48 h. Potency, µM (highest dose often 46.1 µM), without a hit: top-dose activity, positive = re-replication, hits mostly activators. actives 2.9% (n = 350,000); note: potency is the fitted concentration of half-maximal effect; % of control where 0% means no effect; nearly all actives have a fitted effect of over 50% in size
SW480 rerep: DNA re-replication induction in SW480 cells; Potency, µM (series often up to 46.1 µM), for inactives: at the highest dose re-replication activation, usual class: activators; SW480 DNA re-replication, Hoechst DNA content imaging, 48 h; actives 1.8% (n = 340,000); note: potency is the fitted concentration of half-maximal effect; % of control where 0% means no effect; nearly all actives have a fitted effect of over 55% in size
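DNA re-replication was detected as more nuclei of elevated Hoechst intensity after 48 hr exposure to compound (23 nL pinned per well of 250 cells).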
HT1080-NT tox: kills 2HG-producing HT-1080-NT fibrosarcoma cells | actives 1.6% (n = 360,000) | HT-1080-NT fibrosarcoma viability, CellTiter-Glo ATP luminescence, 48 h | AID 686970 | Potency, µM (top dose mostly 46.1 µM), for the others: top-dose activity, negative = less viability, usual class: cytotoxic;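 note: NT is the 2HG producing partner of a matched IDH1 knockdown line; potency is the fitted concentration of half-maximal effect; 0% = DMSO-treated cells and -100% = media-only wells without cells; nearly all actives have a fitted effect of over 55% in size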
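Viability of the 2HG-overproducing fibrosarcoma line after 48 hours of compound exposure at 37 degrees C was determined by luminescence with CellTiter-Glo, and concentration-effect curves were then fitted and categorized.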
KB-3-1 tox: KB-3-1 parental cell cytotoxicity; KB-3-1 viability, CellTiter-Glo ATP luminescence, 72 h; actives 1.4% (n = 400,000); AID 1347075; Potency, µM (top dose mostly 46.1 µM), for the others: at the highest dose activity change, negative = cytotoxic, usual class: cytotoxic; note: potency is the fitted concentration of half-maximal effect; % is set by controls: 0 for no effect and ±100 for the full control effect; nearly all actives have a fitted effect of over 60% in size
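72 h, 37 °C compound treatment of KB-3-1 parental cells; CellTiter-Glo added, 10 min, luminescence read. Data corrected against DMSO-only plates and normalized before curve fitting.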
ATXN2 expr inh: reduces ATXN2 reporter expression in HEK-293 cells. HEK-293 ATXN2-luciferase reporter, luminescence, 24 h. Potency, µM (titrated, usually from 57 µM), without a hit: at the top dose activity change, negative = inhibition, actives largely listed as inhibitors. actives 0.72% (n = 360,000). AID 1745845; note: potency is the fitted concentration of half-maximal effect; % is set by controls: 0 for no effect and ±100 for the full control effect; nearly all actives have a fitted effect of over 55% in size
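qHTS (up to 57 uM final) was run with 24 h compound exposure of reporter cells at 37 °C. Each well was multiplexed: SteadyGlo luminescence measured ATXN2-luciferase expression after a fluorogenic Gly-Phe-AFC viability readout (25 uM final).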
HT1080 IDH1KD tx: kills HT-1080 cells with IDH1 knockdown | AID 686971 | Potency, µM (highest dose often 46.1 µM), without a hit: at the top dose activity, negative = toxicity, most hits filed as cytotoxic | HT-1080 IDH1 knockdown viability, ATP luminescence, 48 h | actives 2% (n = 360,000);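 note: potency is the fitted concentration of half-maximal effect; 0% = DMSO wells and -100% = cell-free medium wells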
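After a 2 h attachment period, IDH1KD HT-1080 cells took pin-transferred compound for 48 h at 37 °C; ATP-based luminescence after 10 min room-temperature reagent incubation reported viability.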
KB-V1 cytotox: KB-V1 MDR subline cytotoxicity | KB-V1 MDR cells viability, CellTiter-Glo, 72 h | Potency, µM (titrated, usually from 46.1 µM), without a hit: top-dose activity change, negative = cytotoxicity, most hits filed as cytotoxic | actives 3.4% (n = 400,000) | AID 1347076; note: potency is the fitted concentration of half-maximal effect; % is set by controls: 0 for no effect and ±100 for the full control effect; nearly all actives have a fitted effect of over 60% in size
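KB-V1, DMEM (no phenol red) + 10% FBS; cpd pin-transferred, titration series; 72 h, 37 degrees C; CellTiter-Glo, luminescence. Data normalized, curve-fit.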
IL1B secr inh: inhibitors of inflammasome signaling (IL-1 beta secretion) | activity change, % at 57.5 µM | actives 4.7% (n = 360,000) | THP-1 LPS/ATP IL-1B secretion, AlphaLISA, 16 h; stronger effect = lower value; in the data active = activity change below about -50%; inconclusive = mostly about -30% to -49%; note: % is set by controls: 0 for no effect and ±100 for the full control effect
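THP-1 cells pretreated 1 hr with compounds (up to 57.5 uM final), then stimulated with LPS (250 ng/mL final) plus ATP (1.25 mM final); secreted IL-1B measured by AlphaLISA after 16 hr, decreased signal indicating inhibition.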
WRN inhibitor: inhibitors of human WRN helicase; WRN helicase unwinding, fluorescent forked duplex, kinetic; Potency, µM (titrated, usually from 114 µM), without a hit: at the highest dose activity change, negative = inhibition, most hits filed as inhibitors; AID 651768; actives 0.46% (n = 360,000); note: potency is the fitted concentration of half-maximal effect; % is set by controls: 0 for no effect and ±100 for the full control effect; nearly all actives have a fitted effect of over 55% in size
Target sequence (Q14191 whole entry, looked up): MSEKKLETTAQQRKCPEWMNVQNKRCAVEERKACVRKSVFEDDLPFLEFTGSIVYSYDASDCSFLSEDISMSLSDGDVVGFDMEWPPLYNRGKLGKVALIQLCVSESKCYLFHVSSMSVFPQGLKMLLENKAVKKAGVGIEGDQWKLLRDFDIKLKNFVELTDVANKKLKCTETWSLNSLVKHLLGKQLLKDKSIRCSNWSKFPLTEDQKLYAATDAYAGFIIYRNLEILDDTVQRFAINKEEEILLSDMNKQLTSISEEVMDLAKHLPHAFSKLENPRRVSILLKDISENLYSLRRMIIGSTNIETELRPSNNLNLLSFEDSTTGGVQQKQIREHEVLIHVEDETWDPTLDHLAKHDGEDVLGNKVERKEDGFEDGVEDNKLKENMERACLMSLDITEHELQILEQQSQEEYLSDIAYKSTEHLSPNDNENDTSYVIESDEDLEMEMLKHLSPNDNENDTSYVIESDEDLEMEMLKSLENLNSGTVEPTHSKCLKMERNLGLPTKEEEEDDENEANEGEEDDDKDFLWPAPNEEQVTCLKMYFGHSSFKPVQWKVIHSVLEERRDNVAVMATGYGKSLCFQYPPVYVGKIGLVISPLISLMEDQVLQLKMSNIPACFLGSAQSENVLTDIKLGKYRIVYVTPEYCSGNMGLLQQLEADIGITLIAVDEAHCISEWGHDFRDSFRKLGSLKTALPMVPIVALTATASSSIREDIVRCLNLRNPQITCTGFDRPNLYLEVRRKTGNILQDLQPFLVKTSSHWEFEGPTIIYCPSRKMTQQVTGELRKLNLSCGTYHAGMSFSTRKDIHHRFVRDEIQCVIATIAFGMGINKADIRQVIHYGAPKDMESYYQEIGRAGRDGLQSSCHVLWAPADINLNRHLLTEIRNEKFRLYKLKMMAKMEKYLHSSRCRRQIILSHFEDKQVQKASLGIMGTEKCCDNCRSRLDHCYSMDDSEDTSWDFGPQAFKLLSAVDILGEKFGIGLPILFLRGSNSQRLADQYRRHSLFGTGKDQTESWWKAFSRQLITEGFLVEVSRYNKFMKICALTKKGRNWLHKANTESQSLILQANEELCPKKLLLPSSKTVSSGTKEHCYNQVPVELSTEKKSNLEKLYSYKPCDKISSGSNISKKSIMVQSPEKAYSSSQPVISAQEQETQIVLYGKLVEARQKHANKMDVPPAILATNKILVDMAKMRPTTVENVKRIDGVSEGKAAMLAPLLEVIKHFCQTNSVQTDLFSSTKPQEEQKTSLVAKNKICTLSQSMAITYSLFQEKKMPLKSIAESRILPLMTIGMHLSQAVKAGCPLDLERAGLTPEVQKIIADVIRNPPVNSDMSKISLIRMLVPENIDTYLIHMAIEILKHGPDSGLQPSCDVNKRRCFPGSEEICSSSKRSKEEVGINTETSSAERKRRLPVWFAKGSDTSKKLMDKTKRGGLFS
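Kinetic red-fluorescence monitoring (525/598 nm) tracks WRN helicase activity after 100 nM fluorophore-quencher forked duplex and 2 mM ATP are added to 20 nM enzyme pretreated 15 min at room temperature with compound.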
An asterisk follows results filed as active; ? = inconclusive; . = no result given; [ ] = another dose, or the depositor's remark. Unless noted, calls come from the whole dose curve; as a rule, active = well fitted curve in the direction sought with a large enough effect; inconclusive = small, poorly fitted or top-dose-only effect, or another doubt; inactive = no such curve, though single readings can be large; an effect the other way counts as inactive or inconclusive.

Values run as follows: SW480 rerep	ATXN2 expr inh	IL1B secr inh	WRN inhibitor	HT1080 IDH1KD tx	MCF10A rereplic	KB-V1 cytotox	HT1080-NT tox	KB-3-1 tox
- Cc1[nH]nc(-c2ccc(O)cc2O)c1-c1nc2ccccc2s1
→ -1%	-30%[11.3 µM]	-82*	-20%	?	17%	-10%	?	-13%
- O=C(OCc1c(Cl)nc2sccn12)c1cc2c(s1)CCCC2
→ 0%	-12%	-14	-2%	7%	9%	0%	4%	6%
- Cc1ccc(-c2noc(C3CCCN(C(=O)c4ccc(Cl)cc4)C3)n2)o1 (stereo not given)
→ -34%	?	?	2%	-17%	16%	?	-19%	?
- C=CCn1c(SCc2cc(=O)n3ccsc3n2)nc2scc(C3CC3)c2c1=O
→ 1%	-19%	15	-16%	-17%	?	4%	-3%	13%
- Cc1ccc(CC2CC(=O)N(c3ccncc3)C2=O)cc1 (stereo not given)
→ -6%	-12%	18	-7%	24%	1%	11%	20%	0%
- OCC#CCSc1nnc(-c2cccc3ccccc23)o1
→ -7%	12%	.	.	.	23%	1%	.	-7%
- O=C(CN1C(=O)/C(=C/c2cccc(Br)c2)SC1=S)NCCCN1CCOCC1
→ 12%	6%	-20	79µM*	-30%	0%	.	-12%	.
- COc1ccc(-c2ccc(=O)n(Cc3c(F)cccc3Cl)n2)cc1
→ -57%[inhibitor]	.	4	4%	-27%	3%	-5%	-23%	0%
- CCN(CC)S(=O)(=O)c1cc(C)c(C)cc1Br
→ 3%	2%	12	1%	-10%	-2%	-4%	-2%	-4%
- CC1CCN(c2ccc3nnc(CCC(=O)Nc4ccc(F)cc4)n3n2)CC1
→ -4%	-16%	0	-1%	-7%	0%	-19%	-15%	11%
- Cc1[nH]c2ccccc2c1/C=N/Nc1cccc(C(=O)O)c1
→ -6%	.	19	-12%	-15%	-3%	5%	1%	-5%
- CCCn1c(=S)[nH]c2cc(C(=O)N(CCO)Cc3ccccc3)ccc2c1=O
→ -2%	-14%	26	-7%	-1%	0%	0%	-1%	3%
- O=C(NC(c1ccccc1)c1ccccc1)c1ccccc1
→ 0%	4%	-17	-6%	-1%	6%	0%	-2%	4%
- COC(=O)c1sc(N2CCN(Cc3ccccc3)CC2)nc1N
→ 4%	42%[activator]	3	2%	-25%	-2%	-11%	-2%	-7%
- Cc1cccc(-c2cnn(-c3ccccc3)c2N)c1
→ 18µM*	47%[activator]	35	-3%[57.1 µM]	2%	4%	-14%	16%	-11%
- O=C(NCCN1CCOCC1)C1CC(=O)N(c2ccc(Cl)cc2)C1 (stereo not given)
→ -4%	1%	28	-3%	6%	2%	?	10%	16%
- CCCCN1C(=O)C2C(C(=O)Nc3cccc(OC)c3)C3C=CC2(O3)C1C(=O)NC1CCCCC1C (stereo not given)
→ -5%[9.22 µM]	5%	-14	1%	11%	7%	1%	9%	6%
- CC(=O)Nc1ccc(NC(=O)CSc2ccc([N+](=O)[O-])cn2)cc1
→ -6%	6%	-2	-9%	9%	7%	29%	11%	3%
- CCOc1cc(/C=N/OC(C)=O)ccc1OCc1ccccc1
→ -13%	7%	8	-7%	0%	-56%[inhibitor]	3%	-2%	15%
- Cc1cc(C)nc(N2CCCC(C(=O)Nc3cc(F)ccc3C)C2)n1 (stereo not given)
→ -2%	-3%	28	-9%	-2%	-4%	16µM*	2%	-9%
- Cn1c(=O)cc(OCC(=O)NCCc2ccc(Cl)cc2)c2ccccc21
→ -17%	13%	0	1%	3%	8%	-8%	9%	-1%
- CC(=O)Oc1ccccc1C(=O)Nc1ccccc1
→ -31%[inhibitor]	15%	.	.	.	?	-11%	.	-13%
- COCCCn1c(-c2ccccc2)nc2ccccc2c1=O
→ -4%	-6%	-3	1%	-2%	24%	0%	2%	10%
- O=C(NNC(=O)c1ccc(Cl)nc1)c1ccc(Br)cc1
→ -27%	-3%	-20	9%	16%	-31%	12%	21%	3%
- CCOc1ccc(Cc2c(C)[nH]c3ccc(C(=O)O)cc3c2=S)cc1
→ -4%	3%	-8	?	9%	-5%	25%	9%	1%
- CC(=O)N1CCN(S(=O)(=O)c2cccc(C(=O)NNC(=O)c3ccc(Br)cc3)c2)CC1
→ -5%	.	1	7%	8%	1%	?	6%	2%
- Cn1nc(-c2ccccc2)c(C(=O)Nc2ccc(Cl)cc2)c1Cl
→ -1%	-6%	0	-1%	2%	2%	1%	3%	0%
- COC(=O)c1ccc(C(=O)NC(=S)Nc2nc3c(s2)CCCC3)cc1
→ 11%	35%	29	-1%	0%	?	?	-1%	-15%
- CCN(CC)C(=O)c1ccc(COc2ccc(Cl)c(C)c2)o1
→ 6%[1.84 µM]	3%	-11	-4%[57.1 µM]	?	1%	?	?	?
- CCC(=O)N(c1ccc(C(=O)O)cc1)c1nc(-c2ccc(OC)cc2)c(C)s1
→ -13%	-26%	33	1%	-13%	-24%	8%	-15%	-3%

The last 2 records of the part above lead into the next.
Values run as follows: SW480 rerep	ATXN2 expr inh	IL1B secr inh	WRN inhibitor	HT1080 IDH1KD tx	MCF10A rereplic	KB-V1 cytotox	HT1080-NT tox	KB-3-1 tox
- CCN(CC)C(=O)c1ccc(COc2ccc(Cl)c(C)c2)o1
→ 6%[1.84 µM]	3%	-11	-4%[57.1 µM]	?	1%	?	?	?
- CCC(=O)N(c1ccc(C(=O)O)cc1)c1nc(-c2ccc(OC)cc2)c(C)s1
→ -13%	-26%	33	1%	-13%	-24%	8%	-15%	-3%
- O=[N+]([O-])c1ccc(-c2c(-c3ccccc3)ncc3cc(F)ccc23)cc1
→ 3%	-6%	23	-32%	-28%	15%	-14%	?	0%
- CCOC(=O)c1c(C)nc(-c2ccccc2)nc1NC(=O)C(C)C
→ 1%[9.22 µM]	26%	35	5%	3%	-4%	-8%	-1%	3%
- C[C@@H]1CCC2[C@](C)(CO)[C@@H](O)CC[C@]2(C)[C@@]12CCC(CO)(CCO)O2 (stereo not given in full)
→ -22%	.	15	1%	0%	1%	8%	8%	0%
- O=C(Cc1ccccc1)NNC(=S)Nc1ccc(Cl)cc1
→ 0.52µM*	1%	7	11%	2%	1%	-2%	8%	-1%
- CCCCC(C(=O)O)C(C)CC(=O)Nc1nccs1 (stereo not given)
→ 2%	0%	5	2%	-9%	0%	1%	1%	-3%
- CCOC(=O)NN1C(=O)c2ccccc2NC1c1cccc(O)c1 (stereo not given)
→ 1%	6%	14	4%	16%	-4%	?	-2%	?
- O=C1CC2c3ccccc3C1C1C(=O)N(CCc3ccccc3)C(=O)C21 (stereo not given)
→ -14%	.	11	8%	-1%	11%	0%	11%	-4%
- COc1ccc(OC)c2sc(NC(=O)CCS(=O)(=O)c3ccccc3)nc12
→ 4%	0%	-21	0%	5%	21µM*	15%	6%	?
- Cc1ccc([N+](=O)[O-])cc1NC1CC(O)C(CO)O1 (stereo not given)
→ 2%	0%	10	?	8%	1%	-11%	5%	7%
- CCCc1cc(=O)oc2cc(C)cc(OCC(=O)NCc3ccccn3)c12
→ 4%	-22%	14	4%	-6%	-20%	-25%	0%	12%
- O=C(CCNC(=O)c1ccc([N+](=O)[O-])cc1)NCc1ccco1
→ 0%	-1%	-9	-5%	0%	-4%	-7%	1%	2%
- CCN(c1cccc(C)c1)S(=O)(=O)c1cnc[nH]1
→ 1%	-2%	5	1%	-4%	21µM*	-4%	7%	2%
- CCOC(=O)c1cn(CC)c2cc3c(cc2c1=O)OCO3
→ -14%	3%	3	-1%	1%	1%	-8%	4%	6%
- CCOC(=O)c1c(NC(=O)CN2CCOCC2)sc2c1CC(C)(C)OC2
→ 10%	6%	20	6%	7%	19%	0%	2%	2%
- CC(C)n1cc(/C=C2/NC(=O)NC2=O)c2ccccc21
→ 29%	-8%	3	-7%	-2%	?	-13%	-4%	0%
- COc1ccc(CCN(C)CC(=O)Nc2cc(C)nc3ccccc23)cc1OC
→ 48%	-19%	30	-34%	-10%	1%	?	15%	-1%
- O=C(NCc1ccccc1Cl)c1ccc2sc([C@H]3C[C@H](O)[C@@H](CO)O3)nc2c1
→ .	3%	-15	-7%	5%	.	-1%	-2%	0%
- COc1ccc2oc(C(=O)OCC(=O)NC3CCCCC3)c(C)c2c1
→ -6%	0%	-3	-13%	-1%	2%	-1%	-2%	-1%
- Cc1cc(O)c(NC(=O)c2ccc(Br)o2)cc1C
→ -3%	45%[activator]	-7	-19%	-19%	-186%[0.0737 µM]	-15%	-10%	-7%
- CC1CCN(C(=O)c2ccc(S(=O)(=O)N3CCCCCC3)cc2)CC1
→ -19%	-2%	10	9%	8%	?	-15%	-5%	-4%
- O=C(Cc1ccc(Br)cc1)N(Cc1ccccc1)c1ccccn1
→ 2%	-35%	-10	-7%	-1%	-4%	?	-5%	-23%
- CCCCOC(=O)c1cc(=O)[nH]c2ccccc12
→ -2%	14%	20	-2%	-3%	0%	5.8µM*	9%	0%
- Cc1ccc(O)c(C(=O)CC(=O)c2ccc(C(C)(C)C)cc2)c1
→ -61%[inhibitor]	4%	31	4%	-4%	?	-7%	-22%	?
- Cc1ccnc(N(C(=O)c2cccs2)C(=O)c2cccs2)c1
→ 15%	18%	-1	-5%	-3%	14%	-10%	-6%	?
- COc1cc(/C=C/C(=O)OCC(=O)NC(=O)NC2CCCC2)ccc1OCC#N
→ -1%	9%	-15	0%	11%	-1%	0%	12%	14%
- O=C(Nc1ccc(Nc2ccccc2)cc1)N1CCOCC1
→ -5%	4%	-2	3%	3%	7%	-2%	?	5%
- COc1ccc(S(=O)(=O)Nc2ccc(S(=O)(=O)N3CCCC3)cc2)cc1
→ -2%	-2%	-18	-15%	9%	9%	?	-5%	-5%

Assay outcomes from PubChem BioAssay.

Hits appear at their usual frequency. Share with any hit: about 12%.
